ASM inhibitor – Inhibitors of Secretory Acid Sphingomyelinase (S-ASM): qHTS | placental ASM, HMU-PC fluorogenic substrate, 60 min | Potency, µM (highest dose often 57.5 µM), inactives show at the top dose activity change, negative = inhibition, actives largely listed as inhibitors | Sphingomyelin phosphodiesterase (Homo sapiens), P17405 | 0.006% of 340,000 active; further: potency means the concentration at half of the fitted maximal effect
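HMU-PC0 cleavage (9 uM final) by human placental ASM, 60 min at 37 °C following 10 min compound exposure at RT; stopped at pH 10, fluorescence Ex 386/Em 447 nm.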
TSG101-PTAP inh – qHTS Assay for Iinhibitors of HIV-1 Budding by Blocking the Interaction of PTAP/TSG101; Potency, µM (titrated, usually from 115 µM), for the others: at the top dose activity change, negative = inhibition, hits mostly inhibitors; 340,000 tested, under 10 active; Tumor susceptibility gene 101 protein (Homo sapiens), Q99816; Fluorescence polarization, FITC-PTAP peptide / Tsg101 binding; AID 493005, 2010; active means well fitted inhibition curve with a large enough effect in the main read-out, with a control signal flat, not every such curve was filed as active; inconclusive means small, poorly fitted or top-dose-only effect, or effect the other way, or a change in a side signal; inactive means no such curve, though single readings can be large or run the other way; further: potency means the concentration at half of the fitted maximal effect; % of control where 0% means no effect
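Tsg101 binding domain (10 uM final) was mixed with compound and a FITC-labeled PTAP peptide (50 nM final) in HEPES pH 7.5 buffer with NaCl, Tween 20, EDTA and TCEP; fluorescence polarization was read after 20 min at r.t.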
A-T KAP1 phos – qHTS Assay for Identifying a Potential Treatment of Ataxia-Telangiectasia; […] A-T fibroblasts, KAP-1 phosphorylation AlphaLISA; neocarzinostatin DNA damage 30 min before lysis; AID 485349, 2010; 0.19% of 320,000 active; Potency, µM (top dose mostly 57.5 µM), for the others: at the top dose activation, actives largely listed as activators; further: potency means the concentration at half of the fitted maximal effect; % of control where 0% means no effect; nearly all actives have a fitted effect of over 45% in size
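ATM-like activity read as KAP-1 phosphorylation via AlphaLISA donor/acceptor antibody pairs after lysis and 6 hr at 25C. Cells were ATM-null patient fibroblasts ([…], hTERT), dosed 60 min, then exposed to the DSB inducer NCS for 30 min.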
Tb PFK block – qHTS Assay to Find Inhibitors of T. brucei phosphofructokinase; T. brucei PFK, ADP-Glo luminescence; Potency, µM (series often up to 57.5 µM), without a hit: top-dose activity, negative = inhibition, actives largely listed as inhibitors; AID 485367, 2010; ATP-dependent 6-phosphofructokinase (Trypanosoma brucei brucei), O15648; 0.17% of 330,000 active;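 further: potency means the concentration at half of the fitted maximal effect; 0% = uninhibited 1x PFK enzyme wells and -100% = no-enzyme wells; nearly all actives have a fitted effect of over 60% in size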
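PFK 1.25 nM, F6P 0.5 mM, ATP 0.1 mM, 0.1 M TEA pH 8.0, 5 mM MgCl2, 0.01% Tween20, 0.1% BSA; 45 min RT. ADP-Glo readout. qHTS titration up to 57 uM; curves fitted, compounds curve-classed.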
TSHR antag – Antagonists of the Thyroid Stimulating Hormone Receptor: HTS campaign; Thyrotropin receptor (Homo sapiens), P16473; TSHR-expressing cells, TSH-stimulated cAMP HTRF, 2 h; stronger effect = lower value; activity change, negative = inhibition, % at 11.5 µM; 0.2% of 330,000 active; AID 504810, 2011;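 active means activity change below a set negative limit, meaning inhibition stronger than a set level, cut at about -70% in these data; inconclusive means activity change between two set negative limits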; further: on the % scale 0 is the no-effect control and ±100 the full control effect
Target sequence (P16473 whole entry, looked up): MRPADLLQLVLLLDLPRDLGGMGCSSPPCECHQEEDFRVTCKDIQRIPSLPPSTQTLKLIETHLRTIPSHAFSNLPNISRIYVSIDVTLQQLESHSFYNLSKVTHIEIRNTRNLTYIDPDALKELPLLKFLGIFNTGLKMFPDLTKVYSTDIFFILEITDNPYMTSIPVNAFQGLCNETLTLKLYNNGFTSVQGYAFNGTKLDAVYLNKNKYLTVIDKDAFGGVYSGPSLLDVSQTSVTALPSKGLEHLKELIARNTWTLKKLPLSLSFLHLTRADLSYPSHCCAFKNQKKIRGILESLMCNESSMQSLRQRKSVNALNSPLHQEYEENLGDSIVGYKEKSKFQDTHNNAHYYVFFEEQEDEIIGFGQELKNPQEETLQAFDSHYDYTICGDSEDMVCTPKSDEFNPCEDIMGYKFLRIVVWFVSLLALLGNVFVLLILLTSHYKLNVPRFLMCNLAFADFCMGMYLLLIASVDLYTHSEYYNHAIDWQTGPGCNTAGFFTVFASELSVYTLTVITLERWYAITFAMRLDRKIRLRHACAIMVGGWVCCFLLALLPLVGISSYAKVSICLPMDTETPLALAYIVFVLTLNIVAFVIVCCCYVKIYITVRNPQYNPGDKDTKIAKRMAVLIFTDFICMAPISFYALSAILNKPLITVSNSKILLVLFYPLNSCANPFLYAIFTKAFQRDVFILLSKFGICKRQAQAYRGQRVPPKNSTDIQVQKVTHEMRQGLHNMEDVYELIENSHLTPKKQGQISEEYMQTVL
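Competitive HTRF cAMP read-out (cryptate anti-cAMP antibody, cAMP-d2; 30 min, room temperature) in freshly harvested TSHR cells. Compounds added before TSH at EC80 (4nM final), followed by 2 hours' incubation at 37 deg C.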
BCR signal inh – qHTS Assay to Find Inhibitors of Chronic Active B-Cell Receptor Signaling. ABC-DLBCL IkBa-CBG/CBR reporter, luminescence ratio, 4 h. Potency, µM (highest dose often 46.1 µM), for inactives: at the highest dose ratio change, negative = lower green/red ratio, most hits filed as inhibitors. 0.05% of 340,000 active. AID 493014, 2011; active means well fitted inhibition curve with a large enough effect in the signal ratio, with a control signal flat, not every such curve was filed as active; inconclusive means small, poorly fitted or top-dose-only effect, or effect the other way, or a change in a side signal; the % refers to the signal ratio;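 further: potency means the concentration at half of the fitted maximal effect; plate controls were basal doxycycline-induced cells for no effect and cells given 10 µM MG132 for full effect; MG132 reads +100%, hits lower the ratio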
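Compounds up to 46 uM were incubated four hours with TMD8 cells whose green CBG68 luciferase is fused to IkappaBalpha; red CBR luminescence normalised the signal, and concentration-effect curves were fitted to fusion, red and ratio data.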
Eya2 phos inh – qHTS Assay for Inhibitors of the Phosphatase Activity of Eya2 | Protein phosphatase EYA2 (Homo sapiens), O00167 | recombinant Eya2, OMFP fluorescence dephosphorylation (OMFP is methylfluorescein phosphate) | Potency, µM (titrated, usually from 76.9 µM), for inactives: at the highest dose activity, negative = inhibition, most hits filed as inhibitors | AID 488837, 2010 | 0.006% of 330,000 active; further: potency means the concentration at half of the fitted maximal effect; on the % scale 0 is the no-effect control and ±100 the full control effect
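Eya2 (0.2 uM) preincubated 10 min at ambient with compound, then OMFP substrate added at 50 uM; 10 min reaction in 50 mM HEPES pH 7.5, 50 mM NaCl, 5 uM MgCl2, 0.05% BSA, 1 mM DTT. Fluorescence read at Ex 485/Em 525 nm.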
a7 integrin act – qHTS for Activators of Integrin-Mediated Alleviation for Muscular Dystrophy; alpha7betagal myoblasts, beta-gal FDG fluorescence, 48 h; Potency, µM (top dose mostly 38.3 µM), for the others: at the top dose activation, usual class: activators; 0.064% of 350,000 active;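 further: potency means the concentration at half of the fitted maximal effect; 100% = response of the positive control SU9516; nearly all actives have a fitted effect of over 60% in size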
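alpha7betagal+/- myoblasts (passage 13, 250/well) treated 48 h at 37C with compounds at 1:260 dilution of DMSO stock. Lysed, then beta-galactosidase activity read as FDG fluorescence (ex 480/em 540) after 30 min, with pre-read for autofluorescence.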
TCR act – Activators of T cell receptors: qHTS campaign; Potency, µM (highest dose often 9.22 µM), for inactives: top-dose activation of IL-2 secretion, hits mostly activators; 330,000 tested, under 10 active; primary human leukocytes, anti-CD3, IL-2 HTRF, 48 h; further: % of control where 0% means no effect
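Primary human leukocytes were stimulated with a-CD3 beads plus compounds for 48 hr without co-stimulation; secreted IL-2 was quantified by HTRF using a-IL-2-K (europium cryptate) and a-IL-2-d2, excited at 320nm with acceptor emission read at 665nm.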
ELG1 repair inh – qHTS screen for small molecules that inhibit ELG1-dependent DNA repair in human embryonic kidney (HEK293T) cells expressing luciferase-tagged ELG1. HEK293T ELG1-luciferase reporter, luminescence, 16 h; DNA damage induced by 5-fluorouridine. AID 504467, 2011. Potency, µM (doses to about 46.1 µM), for the others: top-dose activity change, negative = inhibition, hits mostly inhibitors. 2.3% of 330,000 active; further: potency means the concentration at half of the fitted maximal effect; on the % scale 0 is the no-effect control and ±100 the full control effect; nearly all actives have a fitted effect of over 55% in size
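Step one: seed 2,000 cells per well. Step two: pin-transfer compound or DMSO alongside 5-fluorouridine. Step three: incubate 16 hr, 37 °C, 5% CO2. Step four: add ONE-Glo, wait 30 min, read luminescence.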
Mito fusion yeast – qHTS Assay for Small Molecule Inhibitors of Mitochondrial Division or Activators of Mitochondrial Fusion. S. cerevisiae fusion-defective mutant growth rescue, CellTiterGlo 48 h. Potency, µM (highest dose often 46.1 µM), for inactives: at the top dose growth rescue (activation), actives largely listed as activators. 0.23% of 320,000 active. AID 485298, 2010;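 further: potency means the concentration at half of the fitted maximal effect; % of control where 0% means no effect; nearly all actives have a fitted effect of over 45% in size; temperature-sensitive fusion mutants such as fzo1-1 at 37 °C on non-fermentable ethanol glycerol medium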
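Compounds are tested for their ability to restore growth of mitochondrial fusion-defective yeast strains at non-permissive 37C in YPEG medium over 48 hours. Viability is quantified by luciferase luminescence.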
* hit, by the source's call; ? = inconclusive; nt = not tested or not shown; [ ] = remark or other dose. Unless noted, the call rests on the fitted dose curve; in most records, active means well fitted curve in the direction sought with a large enough effect; inconclusive means small, poorly fitted or top-dose-only effect, or another doubt; inactive means no such curve, though single readings can be large; an effect the other way counts as inactive or inconclusive.

mol	a7 integrin act	TSG101-PTAP inh	Tb PFK block	Eya2 phos inh	ASM inhibitor	BCR signal inh	Mito fusion yeast	TSHR antag	TCR act	ELG1 repair inh	A-T KAP1 phos
NC(=O)C1(N2CCCCC2)CCN(C(=O)Nc2ccccc2C(F)(F)F)CC1	24%	0%	0%	-5%	0%	?	-1%	6	4%[46.1 µM]	2%	-4%
CCCCCCCc1ccc(-c2ccc(O)cc2)nc1	-6%	2%	0%	-26%	-18%	?	-1%	-8	-1%	?	?
COc1cc(C(=O)Nc2cc(C)ccn2)ccc1OCC(=O)N1CCOCC1	-14%	-8%	-12%	6%	nt	-8%	-3%	16	-1%	?	-2%
Cc1ccc(NC(=O)C(Cc2ccccc2)n2cccc2)cc1 (configuration not stated)	2%	-3%	7%	7%	-1%	?	10%	-3	-1%	-9%	-6%
Cc1[nH]c2ccccc2c1C(=O)CN1CCCC(C)C1 (configuration not stated)	-25%	1%	7%	11%	-2%	0%	0%	5	-2%	-1%	23%
CCC1(c2cccc(Cl)c2)NC(=O)N(Cc2cc(C(=O)OC)c(C)o2)C1=O (configuration not stated)	-25%	-4%	-18%	-20%	-2%	?	?	-18	2%	?	10%
O=C(c1cc(Cl)c(=O)n(Cc2ccc(Cl)cc2)c1)N1CCOCC1	32%	-3%	-3%	?	6%	1%	1%	25	-15%	-8%	1%
CC(C)CN1CCN(Cc2cccc3ncccc23)CC1CCO (configuration not stated)	-13%	-5%	-5%	-4%	3%	2%	-3%	-6	-2%	6%	13%
COc1cc(C2=NOC(C(=O)Nc3ccc(C(C)=O)cc3)C2)cc(OC)c1OC (configuration not stated)	16%	2%	-2%	12%	3%	-3%	0%	-4	-9%	?	-2%
C=CCn1c(CC(C)(C)C)nc2ccccc21	-7%	-4%	-1%	1%	-1%	7%	5%	0	1%	-2%	-1%
Cc1ccc(/C=N/NC(=O)CNC(=O)c2cccs2)cc1	-1%	?	-1%	-2%	-1%	-2%	1%	-5	3%	?	2%
CCOC(=O)c1c(C)[nH]c(C(=O)OCC(=O)Nc2cccnc2Cl)c1C	7%	2%	-3%	4%	-4%	2%	10%	-8	-9%	?	-3%
CC1(C)Cc2c(cnn2-c2ccccc2)C(NC(=O)c2ccc[n+]([O-])c2)C1 (configuration not stated)	-10%	-4%	4%	2%	0%	-2%	1%	-43	-2%	5%	10%
Cc1cc2nc3c(=O)[nH]c(=O)[nH]c3nc2c([N+](=O)[O-])c1N	8%	?	-8%	42%	7%	1%	5%	15	9%	7%	-20%
COc1ccc(OC)c(NC(=O)CSc2nnc(CNC(=O)c3ccco3)o2)c1	-8%	-7%	-9%	3%	7%	15%	1%	7	-15%	?	-2%
CN(C)c1ccc(S(=O)(=O)NCC(=O)OCC(=O)Nc2cc(Cl)cc(Cl)c2)cc1[N+](=O)[O-]	25%	1%	-15%	-8%	?	1%	2%	-6	3%[46.1 µM]	1%	-11%
O=C(NCCCCNC(=O)C(F)(F)F)C(F)(F)F	0%	-5%	22%	14%	5%	-4%	?	7	8%	?	0%
COc1cc(C=O)c(-c2c(C=O)cc(OC)c3c2OCO3)c2c1OCO2	-31%[inhibitor]	-5%	1%	14%	4%	-12%	1%	-4	4%	-7%	1%
CCOC(=O)c1c(N)sc(C(=O)Nc2ccccc2)c1C	20%	-4%	-3%	-3%	-10%	-5%	1%	-5	-9%	?	5%[11.5 µM]
O=C(NC(=S)Nc1ccccc1C(F)(F)F)c1ccccc1F	-1%	0%	-4%	-15%	-1%	-10%	4%	-3	-2%	-14%	2%
O=C(CN1c2ccccc2Sc2ccccc21)N/N=C/c1ccc(Cl)cc1	7%	-3%	12%	-9%	-4%	-3%	10%	-2	-3%	-17%	-16%
CCn1cc(CNC(=O)c2cc(-c3cc(OC)ccc3OC)nc3ccccc23)c(C)n1	6%	0%	-1%	-11%	7%	-5%	-5%	4	-6%[46.1 µM]	?	-2%
Cn1c2c(c(=O)n(C)c1=O)C(NS(=O)(=O)c1ccccc1)(C(F)(F)F)C(=O)N2 (configuration not stated)	20%	-2%	0%	6%	4%	0%	-1%	2	3%	2%	5%
CCOC(=O)CSc1nnc(CNC(=O)c2ccco2)n1C	14%	nt	-7%	-21%	-1%	-7%	1%	5	nt	10%	4%
Clc1ccccc1CN(Cc1ccccc1)c1ncnc2nc[nH]c12	-6%	-4%	-4%	-18%	?	?	?	?	0%	-6%	-10%

Other entries:
mol	a7 integrin act	TSG101-PTAP inh	Tb PFK block	Eya2 phos inh	ASM inhibitor	BCR signal inh	Mito fusion yeast	TSHR antag	TCR act	ELG1 repair inh	A-T KAP1 phos
Cc1ccc(S(=O)(=O)CC(=O)Nc2nc3ccccc3s2)cc1	9%	-2%	8%	-22%	-1%	-14%	-18%	-16	4%	1%	8%
COc1ccc(S(=O)(=O)NC(CC(=O)NCc2ccc3c(c2)OCO3)c2ccco2)cc1 (configuration not stated)	22%	0%	-3%	-11%	3%	0%	-4%	15	-5%	-6%	3%
CCOC(=O)C1(Cc2ccc(OC)cc2)CCN(C(=O)CCc2cccnc2)CC1	-21%	0%	5%	2%	3%	6%	-7%	-8	-2%	-17%	7%
COc1ccccc1N1CCN(/N=C/c2ccc(C(=O)O)cc2)CC1	-28%	1%	6%	2%	2%	-9%	25%	-8	1%	?	5%
O=C(NCCS(=O)(=O)NCc1ccccn1)c1ccccc1	20%	-4%	-9%	-4%	-1%	4%	-3%	7	-4%	?	5%
Cc1cc(C)cc(Nc2ncnc3nc[nH]c23)c1	-16%	-2%	-3%	-1%	-1%	?	5%	1	0%	?	-3%
Cc1ccc2nc(SCc3nnc(-c4ccccc4)o3)[nH]c2c1	14%	-1%	1%	0%	-5%	1%	4%	9	-5%	-7%	6%
CCOC(=O)C(CCCOc1cccc(CC)c1)C(=O)OCC	-7%	-1%	3%	-22%	2%	?	-5%	-3	9%	1%	nt
COc1cc(OC)c(OC)cc1CNC(=O)c1ccc(S(=O)(=O)N2CC(C)OC(C)C2)cc1 (configuration not stated)	-8%	1%	0%	-5%	4%	0%	-3%	-27	-2%	-13%	-4%
O=C(N/N=C/c1c(O)n(-c2ccccc2Cl)c(=O)c2ccccc12)c1cccnc1	-11%	17%	12%	8%	39%[activator]	?	0%	2	-10%	-15%	-9%
COc1ccc(CNC(=O)CN2C(=O)c3ccccc3C2=O)cc1	29%	-5%	0%	-2%	0%	-1%	-6%	-5	3%	11%	2%
Cc1cccn2c(=O)c3cc(S(=O)(=O)c4ccccc4)c(=N)n(Cc4ccc(F)cc4)c3nc12	-3%	-20%	2%	11%	38%	?	-4%	1	4%	0%	2%
O=S(=O)(c1ccc(Br)cc1)N1CCN=C1SCc1cccc(F)c1	?	-3%	0%	-7%	-2%	0%	-1%	-8	0%	-8%	4%
O=C(O)CSCC(=O)N1CCN(S(=O)(=O)c2ccccc2)CC1	-9%	1%	6%	1%	1%	2%	8%	-3	-5%	15%	1%
Cc1nc2c(C(=O)NCc3cccs3)cnn2c(C)c1Cc1ccccc1	nt	nt	0%	-12%	nt	1%	4%	-2	3%[46.1 µM]	?	13%
C=CCN1CCN(c2ccncc2S(=O)(=O)N2CCCCC2)CC1	11%	-1%	-1%	-2%	-2%	1%	-1%	12	nt	13%	-5%

Screening results from PubChem BioAssay.
